A350 fluor = qHTS Assay for Spectroscopic Profiling in A350 Spectral Region | Compound autofluorescence, 340/450 nm, Alexa 350 dye-equivalents; stronger effect = higher value | max dye-equivalent concentration, M | 11% of 59,000 active | AID 590, 2007; in the data active = max dye-equivalent concentration above about 10 nM; inconclusive = mostly about 1.1 nM to 9.6 nM
Casp1 inh = qHTS Assay for Allosteric/Competitive Inhibitors of Caspase-1. Caspase-1 enzyme, Ac-WEHD-AFC fluorogenic rate. AID 900, 2007. Potency, µM (doses to about 57.5 µM), for inactives: at the top dose activity change, negative = inhibition, usual class: inhibitors. 0.03% of 75,000 active;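 also: potency is read from the fitted curve at half-maximal effect; plate controls were vehicle for no effect and no substrate for full effect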
Target sequence (P29466 120-297 limits assumed): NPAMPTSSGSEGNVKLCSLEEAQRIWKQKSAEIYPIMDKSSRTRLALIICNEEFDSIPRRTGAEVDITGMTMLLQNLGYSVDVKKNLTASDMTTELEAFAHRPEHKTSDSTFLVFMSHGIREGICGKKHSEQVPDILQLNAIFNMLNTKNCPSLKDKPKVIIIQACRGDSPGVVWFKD
Target sequence (P29466 317-404 limits assumed): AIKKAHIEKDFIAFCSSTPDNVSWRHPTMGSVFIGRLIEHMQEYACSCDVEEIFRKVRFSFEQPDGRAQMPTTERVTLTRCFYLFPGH
Casp7 inh = qHTS Assay for Allosteric/Competitive Inhibitors of Caspase-7 | P55210 | recombinant caspase-7, Ac-DEVD-AFC fluorescence rate | Potency, µM (series often up to 57.5 µM), inactives show at the top dose activity change, negative = inhibition, usual class: inhibitors | 0.02% of 75,000 active | AID 889, 2007; active = well fitted inhibition curve with a large enough effect in the main read-out, with a control signal flat, not every such curve was filed as active; inconclusive = small, poorly fitted or top-dose-only effect, or a change in a side signal; also: potency is read from the fitted curve at half-maximal effect; % of control where 0% means no effect
ERK AVP inh = qHTS Assay for Inhibitors of the ERK Signaling Pathway using a Homogeneous Screening Assay. AID 995, 2007. 0.99% of 72,000 active. HEK293-V1b, vasopressin-stimulated pERK AlphaScreen. Potency, µM (series often up to 57.5 µM), for inactives: top-dose activity, negative = inhibition, actives largely listed as inhibitors; also: potency is read from the fitted curve at half-maximal effect; % is scaled to controls: 0 for no effect and ±100 for the full control effect; nearly all actives have a fitted effect of over 55% in size
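HEK293 cells stably expressing V1b receptor, preincubated 30 min at 37 °C with compound, then stimulated 5 min with 25 nM vasopressin. Phospho-ERK by AlphaScreen SureFire after 5 h RT; normalized to DMSO and vasopressin; AC50 by Hill fit.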
Tau fil binding = qHTS Assay for Tau Filament Binding; Microtubule-associated protein tau (Homo sapiens), P10636; recombinant tau filaments, thioflavin S fluorescence, 15 h; filaments grown with octadecylsulfate alongside compound; Potency, µM (top dose mostly 57.1 µM), inactives show at the highest dose activity change, negative = inhibition; 2% of 71,000 active; AID 596, 2007;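 also: potency is read from the fitted curve at half-maximal effect; % is scaled to controls: 0 for no effect and ±100 for the full control effect; actives lower thioflavin S fluorescence by blocking filaments or displacing dye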
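Quantitative HTS: thioflavine S signal from ODS-induced tau filaments, excited at 450 nm, emission 510 nm. Conditions: 1 uM tau, 30 uM ODS, 15 h at 37 C, pH 7.4.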
4-MU autofl = qHTS Assay for Spectroscopic Profiling in 4-MU Spectral Region; 11% of 59,000 active; max dye-equivalent concentration, M; AID 589, 2007; compound autofluorescence, 340/450 nm, 4-MU equivalents; stronger effect = higher value; in the data active = max dye-equivalent concentration above about 10 nM; inconclusive = mostly about 1.1 nM to 9.6 nM
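Compounds in 100 mM Tris, pH 8.0, incubated 15 min at room temperature, then fluorescence read at 340 nm excitation/450 nm emission. Signal converted to 4-MU dye-equivalent concentration using an on-plate six-point 4-MU standard curve.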
HEK293 cAMP ctrl = qHTS Assay for Agonists of the Thyroid Stimulating Hormone Receptor: Activators of Intracellular cAMP Concentrations in Parental HEK 293; parental HEK293 CNG cAMP sensor, membrane potential fluorescence; 2.5% of 73,000 active; Potency, µM (doses to about 57.1 µM), inactives show at the top dose activation, hits mostly activators; also: potency is read from the fitted curve at half-maximal effect; % of control where 0% means no effect; nearly all actives have a fitted effect of over 55% in size
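Parental HEK 293 cells stably expressing a cAMP-gated CNG channel were loaded with membrane potential dye containing 100 uM RO 20-1724 for 60 min. Compound added for 30 min; depolarization read as fluorescence intensity at 590 nm.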
TexasRed autofl = qHTS Assay for Spectroscopic Profiling in Texas Red Spectral Region | Compound fluorescence, Texas Red channel, 547/618 nm; stronger effect = higher value | max dye-equivalent concentration, M | 0.06% of 59,000 active | AID 587, 2007; in the data active = max dye-equivalent concentration above about 10 nM; inconclusive = between about 1.1 nM and that limit
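Spectral interference profiling: each compound concentration's relative fluorescence, read with a 547 nm excitation and 618 nm emission filter pair, was normalized to a per-plate Texas Red standard curve.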
Fluorescein fluor = qHTS Assay for Spectroscopic Profiling in Fluorescein Spectral Region; Compound autofluorescence, 480/540 nm, fluorescein-equivalent; stronger effect = higher value; max fluorescein-equivalent concentration, M; 0.91% of 59,000 active; AID 593, 2007; in the data active = max fluorescein-equivalent concentration above about 10 nM; inconclusive = between about 1.1 nM and that limit
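Autofluorescence profiling; 100 mM Tris, pH 8.0; incubation 15 min at RT; ex/em 480/540 nm; result as fluorescein-equivalent concentration.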
Rhodamine fluor = qHTS Assay for Spectroscopic Profiling in Rhodamine Spectral Region. max dye-equivalent concentration, M. Rhodamine-region fluorescence, 547/598 nm, Tris buffer; stronger effect = higher value. 0.05% of 59,000 active; in the data active = max dye-equivalent concentration above about 11 nM; inconclusive = between about 1.1 nM and that limit
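qHTS spectral profiling of compounds without any target or enzyme present, in pH 8.0 Tris buffer; plates were read after a 15-minute room-temperature incubation using the rhodamine-region filter set.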
FLuc inh = qHTS Assay for Inhibitors of Firefly Luciferase; AID 411, 2009; 2.2% of 72,000 active; purified firefly luciferase, luminescence, 8 min; Potency, µM (titrated, usually from 57.1 µM), for inactives: at the highest dose activity change, negative = inhibition, hits mostly inhibitors; Luciferin 4-monooxygenase (Photinus pyralis), P08659; also: potency is read from the fitted curve at half-maximal effect; % is scaled to controls: 0 for no effect and ±100 for the full control effect; nearly all actives have a fitted effect of over 40% in size
Target sequence (P08659 whole entry, looked up): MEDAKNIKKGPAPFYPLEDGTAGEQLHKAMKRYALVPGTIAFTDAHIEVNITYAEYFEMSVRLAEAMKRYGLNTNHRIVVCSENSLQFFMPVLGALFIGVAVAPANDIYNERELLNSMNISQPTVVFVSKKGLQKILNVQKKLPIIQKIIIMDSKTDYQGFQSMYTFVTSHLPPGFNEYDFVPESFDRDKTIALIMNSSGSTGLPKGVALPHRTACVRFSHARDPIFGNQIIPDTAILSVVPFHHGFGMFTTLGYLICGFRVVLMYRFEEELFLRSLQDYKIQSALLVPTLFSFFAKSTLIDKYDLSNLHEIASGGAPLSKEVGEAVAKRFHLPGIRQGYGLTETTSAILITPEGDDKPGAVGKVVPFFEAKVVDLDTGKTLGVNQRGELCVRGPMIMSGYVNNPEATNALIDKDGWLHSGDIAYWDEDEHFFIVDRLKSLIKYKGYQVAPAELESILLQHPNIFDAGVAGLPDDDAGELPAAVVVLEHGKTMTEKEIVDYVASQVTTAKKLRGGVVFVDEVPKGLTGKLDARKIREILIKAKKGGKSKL
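Substrate buffer containing 10 uM ATP (pH 7.2 imidazole, Mg2+, KCl, detergent, BSA) is dispensed, compound pinned in, then luciferase/luciferin detector mix added. After 8 min at ambient temperature, light output is measured.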
Numbers without * were called inactive; i = inactive; ? = inconclusive; · = no result given; [ ] = remark or other dose. Unless noted, calls follow the shape of the dose curve; as a rule, active = well fitted curve in the direction sought with a large enough effect; inconclusive = small, poorly fitted or top-dose-only effect, or another doubt; inactive = no such curve, though single readings can be large; an effect the other way counts as inactive or inconclusive.

SMILES	A350 fluor	Casp1 inh	Casp7 inh	ERK AVP inh	Tau fil binding	4-MU autofl	HEK293 cAMP ctrl	TexasRed autofl	Fluorescein fluor	Rhodamine fluor	FLuc inh
Cc1ccc(NC(=O)CS(=O)CC(=O)NC2CCN(Cc3ccccc3)CC2)c(C)c1 (stereo not given)	?	-1%	6%	-2%	-3%	?	8%	i	?	i	2%
O=C(Cn1cc2c(n1)CCCCC2)Nc1ccc(F)cc1F	·	1%	-1%	-25%	-8%	·	27%	·	·	·	3%
O=C(Nc1ccc(S(=O)(=O)N2CCc3ccccc32)cc1)c1ccc2c(c1)OCO2	i	-1%	-4%	-20%	93%	i	-7%	?	i	i	1%
Cn1c(-c2ccc3c(c2)OCO3)cnc1NCc1ccc(Cl)cc1	i	-1%	0%	-25%	25%	i	-65%[inhibitor]	?	?	i	-1%
CCCC(=O)Nc1ccc(S(=O)(=O)Nc2cc(C)nc(C)n2)cc1	?	0%	-1%	-10%	7%	?	11%	i	?	i	-1%
CCOC(=O)c1[nH]c(C)c(C(=O)NC2CCCC2)c1C	·	-1%	-1%	-1%	-12%	·	25µM*	·	·	·	0%
CC(C)[C@]1(Cl)CC[C@@H]2[C@]3(C)CCC[C@@](C)(C(=O)O)[C@H]3C[C@H](Cl)[C@@]2(Cl)[C@H]1Cl	i	1%[11.5 µM]	-6%[11.5 µM]	5%[11.5 µM]	-6%[11.4 µM]	i	17%[11.4 µM]	i	i	i	3%[11.4 µM]
Cc1occc1C(=O)Nc1cc(C(C)(C)C)on1	i	0%	-1%	-8%	-18%	i	?	i	i	i	16µM*
CCCOc1ccc(-c2nnn(CC(=O)OCC)n2)cc1	i	2%	-2%	-12%	2%	i	1%	?	?	i	-11%
COc1nc(-c2ccccc2)cc(C(F)(F)F)n1	i	-1%	2%	-14%	9%	i	18%	i	i	i	0%
O=C(COC(=O)CCC(=O)c1cccs1)Nc1ccc(S(=O)(=O)N2CCOCC2)cc1	i	2%	0%	-27%	1%	i	-1%	i	i	i	-16%
COc1ccc(C(=O)N2CCC3(CCCN(C(c4ccccc4)c4ccccc4)C3)CC2)cc1	i	-4%	0%	-26%	15%	i	21%	i	i	i	0%[11.4 µM]
C=CCNC(=O)c1ccccc1NC(=O)Nc1ccccc1	i	4%	0%	-22%	3%	i	-2%	i	?	i	-19%
COc1ccc(Br)cc1-c1noc(-c2ccccc2)n1	i	-1%	-5%	9%	164%	i	?	i	i	i	-1%
COc1ccc(CCNc2cc(=O)[nH]c(N)n2)cc1	?	-3%	-5%	-27%	16µM*	?	5%	i	?	i	3%
CC(C)c1cc(C(F)(F)F)n2nc(C(=O)Nc3ccc4c(c3)OCO4)cc2n1	i	0%	1%	-3%	-5%	i	20%	?	i	i	20µM*
CCN(CC)C(=O)c1ccc(C)c(Br)c1	i	-1%	-1%	-28%	-1%	i	18%	?	i	i	1%
O=C1Nc2cc(Cl)ccc2C1(N1CCNCC1)C(F)(F)F (stereo not given)	i	0%	-2%	-4%	-29%	i	4%	i	i	i	5%
Cn1nnnc1SCCNCc1cccnc1	i	1%	1%	1%	6%	i	18%	?	?	i	2%
O=C(CSc1n[nH]c(-c2cccs2)n1)NCc1cccs1	?	0%	-1%	10%	-3%	i	11%	i	?	i	2%
COc1cccc(-n2nnc3c(=O)n(Cc4cccc(C)c4)cnc32)c1	·	1%	1%	·	284%	·	10%	·	·	·	-2%
O=C(c1ccco1)N1CCN(C/C=C/c2ccccc2)CC1	i	-3%	3%	11%	6%	i	13%	?	?	i	2%
CCCOC(=O)c1ccc(NC(=O)c2ccoc2C)cc1	·	-2%	-4%	-11%	50%	·	10%	·	·	·	?
COc1ccc(S(=O)(=O)N2Cc3ccccc3CC2C(=O)N2CCOCC2)cc1 (stereo not given)	i	-1%	3%	-11%	2%	i	9%	i	i	i	-1%
CC#CCOC(=O)C1=CCCN(C)C1	·	-1%	0%	-3%	-9%	·	9%	·	·	·	3%
N#Cc1c(SCC(N)=O)nsc1SCc1ccc(Cl)cc1	i	·	·	·	·	i	·	i	i	i	0%[25.5 µM]
COC(=O)c1ccccc1N1C(=O)[C@@H]2C(c3ccc(F)cc3)=NO[C@@H]2C1=O	6.1e-08M*	-11%	-10%	4%	12%	6.1e-08M*	17%	i	i	i	1%
Cc1sc2nc3c4ccccc4c(NCc4ccco4)nn3c(=O)c2c1C	1.5e-07M*	?	-29%	?	53%	1.2e-07M*	10%	i	?	i	?
CCC/C=C(\CCC)C(NC(=O)c1ccc(-c2ccccc2)cc1)c1ccc(C(=O)OC)cc1 (stereo not given)	·	4%	0%	17%	19%	·	26%	·	·	·	·
COc1ccccc1-c1cc(N(C)Cc2ccco2)ncn1	?	-1%	-4%	-5%	-15%	?	28%	?	i	i	1%[2.29 µM]
O=C(Nc1ccccc1Cl)c1cnccn1	i	-2%	-1%	-2%	-19%	i	11%	i	?	i	-2%
CCOc1ccc(N(Cc2cc3ccc(C)cc3[nH]c2=O)C(=O)COC)cc1	?	-2%	-8%	-2%	0%	i	7%	?	i	i	0%
N#Cc1cccc(NC(=O)N2CCCC3(CCN(C(=O)c4ccncc4)CC3)C2)c1	i	-1%	0%	5%	4%	i	14%	i	i	i	2%[11.4 µM]
COc1ccc(OC)c(NC(=O)CSc2nnc(-c3ccco3)n2-c2ccc(C(=O)O)cc2)c1	1.5e-08M*	·	·	·	·	?	·	i	?	i	-1%[25.5 µM]
CCCCOC(=O)C1C2C=CC3(CN(CCc4ccccc4)C(=O)C13)O2 (stereo not given)	·	-1%	0%	11%	-7%	·	6%	·	·	·	2%
Cn1c(C(=O)O)c(CC(=O)NCC2COc3ccccc3O2)c2ccccc21 (stereo not given)	i	-2%	0%	27%	-2%	i	8%	i	i	i	-3%
Cc1ccc(CC2CC(=O)N(c3cc(C)on3)C2=O)cc1 (stereo not given)	·	1%	1%	-2%	8%	·	5%	·	·	·	1%
COC(=O)c1cc(NC(=O)C2CC2)cc(C(=O)OC)c1	1.3e-08M*	1%	0%	-9%	-6%	1.1e-08M*	-3%	i	?	i	0%
Cn1c(SCc2nn[nH]n2)nc2c1c(=O)n(Cc1ccccc1Cl)c(=O)n2C	i	-1%	-1%	2%	-4%	i	3%	i	?	i	2%
CC1(C)Cc2c(sc3c2c2ncnn2c2nnc(SCC(=O)NCc4ccco4)n32)CO1	i	-1%	-1%	?	-14%	i	-5%	i	?	i	2%
c1cc(-c2nnc3sc(C4CCCCC4)nn23)ccn1	i	·	·	·	·	i	·	i	i	i	1%[25.5 µM]
O=C1c2ccccc2S(=O)(=O)N1Cc1cc(=O)n2ccsc2n1	i	-3%	0%	0%	1%	i	-11%	i	i	i	2%
COc1ccc(CN(CC(=O)NCC2CCCO2)C(=O)CCC(=O)Nc2cc(C)on2)cc1 (stereo not given)	i	-3%	-1%	5%	3%	i	-2%	i	?	i	4%
COc1ccc(Br)cc1-c1noc(-c2ccccc2F)n1	i	2%	1%	-16%	-4%	i	9%	i	i	i	2%
CCCCc1ccc(S(=O)(=O)Nc2cc(C)on2)cc1	i	-2%	0%	-11%	8%	i	14%	i	?	i	3%
OCCCNCc1cccc2ccccc12	?	2%	0%	16%	-3%	?	12%	i	?	i	3%
O=C1c2[nH]nc(-c3ccccc3O)c2C(c2ccc(F)cc2)N1CC1CCCO1 (stereo not given)	i	-3%	-1%	-16%	-16%	i	15%	i	i	i	3%
Cc1cccc(-c2nc(CS(=O)CC(=O)NCC3CCCO3)c(C)o2)c1 (stereo not given)	·	0%	-4%	-9%	8%	·	?	·	·	·	-1%
CN(Cc1ccncc1)C1CC(=O)N(c2ccc(Cl)cc2)C1=O (stereo not given)	i	1%	-1%	-9%	-3%	i	10%	i	?	i	1%
OCCOCCNc1ncnc2nc[nH]c12	·	3%	-2%	·	48%	·	5%	·	·	·	2%
CC(=O)c1cccc(NC(=O)CCS(=O)(=O)c2cccc3nonc23)c1	i	0%	2%	11%	7%	i	-1%	i	i	i	-1%
C(=N\n1cnnc1)/c1ccc2c(c1)OCCO2	i	0%	0%	24%	16%	i	-15%	i	i	i	-2%
Cc1noc(C)c1S(=O)(=O)N1CCCC(C(=O)NCc2ccccn2)C1 (stereo not given)	i	-1%	1%	-1%	2%	i	3%	i	i	i	2%

Looked up one by one from the entries so far, two records:
SMILES	A350 fluor	Casp1 inh	Casp7 inh	ERK AVP inh	Tau fil binding	4-MU autofl	HEK293 cAMP ctrl	TexasRed autofl	Fluorescein fluor	Rhodamine fluor	FLuc inh
COc1ccc(Br)cc1-c1noc(-c2ccccc2F)n1	i	2%	1%	-16%	-4%	i	9%	i	i	i	2%
O=C1c2[nH]nc(-c3ccccc3O)c2C(c2ccc(F)cc2)N1CC1CCCO1 (stereo not given)	i	-3%	-1%	-16%	-16%	i	15%	i	i	i	3%

The list is partial. The share of hits here may be higher or lower than overall.
